HCMV antiviral – qHTS Assay for inhibitors of the human cytomegalovirus (HCMV); AID 1259415, 2018; HFF cells, HCMV-luciferase reporter, 72 h; active compounds read low; hit rate 4.5% among 410,000; activity change, negative = inhibition, % at 57.5 µM; in the data active = activity change below about -60%; inconclusive = no clear call, values can overlap the other calls; inactive = above about -39%
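Compounds were evaluated in HFFs infected with an HCMV luciferase reporter virus (MOI 1 PFU/cell). Luciferase in lysates collected 72 h post infection served as the replication measure.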
Sm TGR block – qHTS Assay for the Inhibitors of Schistosoma Mansoni Peroxiredoxins. Schistosoma mansoni thioredoxin glutathione reductase (TGR), Q962Y6. purified TGR, DTNB reduction, TNB absorbance 405 nm. Potency, µM (doses to about 114 µM), for inactives: at the highest dose activity change, negative = inhibition, most hits filed as inhibitors. hit rate 3% among 360,000. AID 485364, 2010; also: potency is read from the fitted curve at half-maximal effect; nearly all actives have a fitted effect of over 60% in size
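First, TGR (20 nM dispensed) and NADPH were mixed with compound. Second, a 15 min room-temperature incubation followed. Third, further NADPH and then DTNB were added to start the reaction. Finally, TNB absorbance was monitored kinetically.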
AMA1-RON2 inh – qHTS for Inhibitors of AMA1-RON; Towards Development of Antimalarial Drug Lead: Primary Screen | Plasmodium falciparum AMA1 (3D7) - RON2 peptide interaction | Potency, µM (doses to about 58.2 µM), for the others: top-dose activity change, negative = inhibition, actives largely listed as inhibitors | hit rate 0.2% among 360,000 | AlphaScreen AMA1-biotinylated RON2 peptide binding;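 also: potency is read from the fitted curve at half-maximal effect; 0% = vehicle wells and -100% = peptide control; nearly all actives have a fitted effect of over 45% in size; some results filed as inactive show a strong effect at the top dose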
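AMA1 (3D7) with his tag at 25 nM final met compounds first, then biotinylated RON2 peptide at 25 nM; detection used donor plus acceptor beads, 10 µg/mL apiece, read by AlphaScreen after 30 min at room temperature.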
AmpC inh detg – qHTS Inhibitors of AmpC Beta-Lactamase (assay with detergent); P00811; AmpC hydrolysis of nitrocefin, absorbance 480 nm, 0.01% Triton; Potency, µM (doses to about 114 µM), for inactives: at the highest dose activity change, negative = inhibition, hits mostly inhibitors; hit rate 0.041% among 370,000; AID 485294, 2010;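 also: potency is read from the fitted curve at half-maximal effect; 0% = no-compound wells and -100% = no-enzyme wells; nearly all actives have a fitted effect of over 25% in size; some results filed as inactive show a strong effect at the top dose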
Target sequence (P00811 whole entry, looked up): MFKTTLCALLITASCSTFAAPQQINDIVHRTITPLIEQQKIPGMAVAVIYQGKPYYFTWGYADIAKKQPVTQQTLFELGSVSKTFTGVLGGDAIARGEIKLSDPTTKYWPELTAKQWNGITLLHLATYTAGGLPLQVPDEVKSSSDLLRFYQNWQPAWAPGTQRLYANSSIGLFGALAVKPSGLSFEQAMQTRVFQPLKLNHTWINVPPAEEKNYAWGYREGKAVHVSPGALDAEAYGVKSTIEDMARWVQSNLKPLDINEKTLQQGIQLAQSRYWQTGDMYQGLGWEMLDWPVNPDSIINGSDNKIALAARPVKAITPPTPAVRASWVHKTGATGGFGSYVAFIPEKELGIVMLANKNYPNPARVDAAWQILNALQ
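AmpC (5.3 nM in the dispensed reagent) in 20 mM phosphate pH 7.0 with 0.01% (detergent screen) or 0.0001% Triton X-100 was preincubated with compounds for 15 min at room temperature. Nitrocefin was then added from an 800 uM solution, and hydrolysis was followed at 480 nm.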
AmpC no deterg – qHTS Inhibitors of AmpC Beta-Lactamase (assay without detergent). P00811. AmpC nitrocefin hydrolysis, absorbance 480 nm, 0.0001% Triton. Potency, µM (highest dose often 57.1 µM), for inactives: at the top dose activity change, negative = inhibition, hits mostly inhibitors. hit rate 0.52% among 330,000;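 also: potency is read from the fitted curve at half-maximal effect; plate controls were no compound for no effect and no enzyme for full effect; nearly all actives have a fitted effect of over 20% in size; some results filed as inactive show a strong effect at the top dose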
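AmpC (5.3 nM in the dispensed reagent) in 20 mM phosphate pH 7.0 with 0.01% (detergent screen) or 0.0001% Triton X-100 was preincubated with compounds for 15 min at room temperature. Nitrocefin was then added from an 800 uM solution, and hydrolysis was followed at 480 nm.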
LmPK inhibitor – qHTS Assay for Inhibitors of Leishmania Mexicana Pyruvate Kinase (LmPK) | purified LmPK, Kinase-Glo ATP luminescence, 1 h | Potency, µM (top dose mostly 57.5 µM), inactives show at the top dose activity change, negative = inhibition, actives largely listed as inhibitors | hit rate 0.37% among 290,000 | AID 1721, 2009; also: potency is read from the fitted curve at half-maximal effect
Target sequence (Q27686 whole entry, looked up): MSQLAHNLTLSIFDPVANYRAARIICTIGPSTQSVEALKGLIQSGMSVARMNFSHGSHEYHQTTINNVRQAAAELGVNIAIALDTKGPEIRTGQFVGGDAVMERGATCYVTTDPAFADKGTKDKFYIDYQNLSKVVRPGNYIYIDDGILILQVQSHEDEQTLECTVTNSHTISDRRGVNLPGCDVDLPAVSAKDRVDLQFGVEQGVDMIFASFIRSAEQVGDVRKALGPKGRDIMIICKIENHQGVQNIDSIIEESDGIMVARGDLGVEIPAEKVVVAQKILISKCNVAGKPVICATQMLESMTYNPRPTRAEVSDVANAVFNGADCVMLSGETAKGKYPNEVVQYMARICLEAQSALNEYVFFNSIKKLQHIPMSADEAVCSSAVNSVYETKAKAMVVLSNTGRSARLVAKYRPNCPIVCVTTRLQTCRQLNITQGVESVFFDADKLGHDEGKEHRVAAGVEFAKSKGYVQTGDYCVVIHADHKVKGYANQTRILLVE
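Kinase-Glo luminescence read after 1 h RT reaction of 0.1 nM LmPK with 0.5 mM PEP and 0.1 mM ADP. Activity scaled between uninhibited and enzyme-free controls.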
TbPYK inhibitor – qHTS of Trypanosoma Brucei Inhibitors. pyruvate kinase (Trypanosoma brucei), Q57TT1. TbPYK enzyme, Kinase-Glo Plus ATP luminescence, 45 min. Potency, µM (top dose mostly 76.8 µM), without a hit: top-dose activity, negative = inhibition, actives largely listed as inhibitors. hit rate 0.12% among 410,000; also: potency is read from the fitted curve at half-maximal effect; nearly all actives have a fitted effect of over 50% in size
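Luminescence from Kinase-Glo Plus, added after a 45-minute room-temperature reaction, served as the end-point read-out. The enzyme and substrate were preincubated with compound before ADP (130 uM final) initiated turnover. Concentration-effect curves came from normalized qHTS data.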
* hit, by the source's call; ? = inconclusive; · = not tested or not shown; & = joins results of further samples; [ ] = dose if it differs, or a comment. Unless noted, calls follow the shape of the dose curve; as a rule, active = well fitted curve in the direction sought with a large enough effect; inconclusive = small, poorly fitted or top-dose-only effect, or another doubt; inactive = no such curve, though single readings can be large; an effect the other way counts as inactive or inconclusive. Unless noted, % is scaled to controls: 0 for no effect and ±100 for the full control effect. Compounds were not picked by outcome; any-hit rate near 7.4%.

Below each SMILES – HCMV antiviral, Sm TGR block, AMA1-RON2 inh, AmpC inh detg, AmpC no deterg, LmPK inhibitor, TbPYK inhibitor
> CCC(CC)C(=O)Nc1ccc(S(=O)(=O)Nc2nccs2)cc1
    -33, ·, -5%, -8%, -13%, 6%, -6%
> Cc1cccc(N2C(=O)CN(Cc3sccc3C)C2=S)c1
    -25, -14%, 34%[activator], -8%, -32%, 1%, 0%
> COc1cc(NC(=O)c2ccccc2C)c(OC)cc1NC(=O)CN1CCOCC1
    14, -9%, -11%, -5%, 62%[activator], 4%, 0%
> Cc1ccc(C(=O)NNS(=O)(=O)c2ccc(F)cc2)cc1
    32, -3%, 23%, ?, -7%, -1%, 5%
> CC(C)OC(=O)C1=C(N)N2C(=O)CSC2=C(C(=O)OC(C)C)C1
    8, -2%, 17%, -7%, -9%, 3%, -2%
> CCNC(=O)CN1C(=O)NC2(CCCCCC2)C1=O
    11, -11%, -7%, -11%, -15%, 1%, 5%
> CCN(Cc1ccncc1)C(=O)c1ccccc1NS(=O)(=O)c1ccc(Br)cc1
    -32, -3%, 1%, 2%, -13%, 4%, 3%
> CC(C)CN(C(=O)COc1ccc(C(C)(C)C)cc1)C1CCS(=O)(=O)C1 (stereo unspecified)
    -10, -2%, 4%, -14%, 102%[activator], ·, -10%
> CCOC(=O)/C=C1\SCC(=O)N1CC(O)CN1C(=O)CS/C1=C/C(=O)OCC (stereo unspecified)
    -8, ·, 11%, ·, ·, ·, -4%
> O=C(CN1CCN(S(=O)(=O)c2ccc(Cl)s2)CC1)NCc1ccc(Cl)cc1
    -28, 8%, -7%, ?, 140%[activator], 2%, 1%
> COC(=O)/C=C1\S/C(=N/N=C/c2ccccc2)NC1=O
    25, -14%, 2%, -4%, -22%, -16%, -23%
> CCOC(=O)N1CCN(C(=O)Nc2ccc(Cl)cc2)CC1
    -35, -15%, -12%, 3%, -19%, 2%, 2%
> O=C1NCN(c2ccccc2)C12CCN(C(CCc1ccccc1)c1nnnn1-c1ccc3c(c1)OCCO3)CC2 (stereo unspecified)
    -29, ·, -22%, ·, ·, ·, 1%
> CN1CCN(C2CN(C3CCCC3)S(=O)(=O)C2)CC1 (stereo unspecified)
    -6, ·, 15%, ·, ·, ·, 3%
> Cc1cc(N)n(Cc2cccs2)n1
    -6, 0%, 2%, -12%, -2%, -4%, 3%
> FC(F)(F)c1ccc(NC2=NCCCS2)cc1
    ·, 16%, 0%, ?, -23%, -1%, -7%
> CCCc1cc(=O)oc2c(C)c3c(cc12)CN(CCc1ccc(Cl)cc1)CO3
    6, -2%, ·, -2%, ·, ·, -1%
> Cc1ccccc1C(=O)Nc1ccc(N2CCOCC2)nc1
    7, 35%, -4%, -13%, -7%, -1%, -2%
> O=C1C2C(c3ccccc3)C=CC(c3ccccc3)C2C(=O)N1C1CCCCC1 (stereo unspecified)
    6, -4%, -3%, -8%, 0%, 2%, -22%
> CC1CN(C(=O)c2ccc(Oc3ccccc3)cc2)CC(C)O1 (stereo unspecified)
    6, 0%, 18%, 1%, 47%, -1%, -8%
> COc1cccc2cc(C(=O)C3=C(O)C(=O)N(c4cc(C)on4)C3c3cccs3)oc12 (stereo unspecified)
    -70*, 28µM*, -7%, -2%, -59%, 2%, -5%
> Cc1ccc(F)cc1C(=O)N1CCOCC1c1cc(C(=O)NCc2ccccc2)no1 (stereo unspecified)
    -19, ·, 3%, ·, ·, ·, -3%
> COc1ccc(CN2CCN(S(=O)(=O)c3ccc(NC(C)=O)cc3)CC2)cc1
    ?, 3%, ?, 6%, 34%, -4%, 4%
> CN(Cc1ccccc1)C(=O)c1ccc(NC(=O)Cc2ccc(NC(=O)C3CCN(C(=O)c4ccccc4)CC3)cc2)cc1
    -24, ·, -16%, ·, ·, ·, 7%
> O=C(N/N=C/c1ccccc1)NC1CCCCC1
    31, -10%, -5%, ?, -10%, -1%, 3%
> COc1ccc(-c2cn3cccnc3n2)cc1NC(=O)CC(C)C
    26, 3%, -4%, -10%, -11%, -7%, -2%
> COc1ccc(C2=Nn3c(nnc3-c3ccccc3OC)SC2)cc1OC
    -97*, 4%&-25%, 1%, ?, -5%&-11%, -1%, 0%
> Cc1c(Cl)cccc1NC(=O)c1cccc(OC(F)F)c1
    51, -8%, 5%, 1%, -24%, -1%, -3%
> CC(=O)NC(=O)COC(=O)c1ccc2ncsc2c1
    -7, 10%, ?, 0%, -22%, 9%, -11%
> O=C(Cc1ccccc1)NNC1CC(=O)N(c2ccc(Br)cc2)C1=O (stereo unspecified)
    12, -13%, -10%, -2%, -11%, 0%, -9%

Compounds from the list above that have bromine (2):
Below each SMILES – HCMV antiviral, Sm TGR block, AMA1-RON2 inh, AmpC inh detg, AmpC no deterg, LmPK inhibitor, TbPYK inhibitor
> CCN(Cc1ccncc1)C(=O)c1ccccc1NS(=O)(=O)c1ccc(Br)cc1
    -32, -3%, 1%, 2%, -13%, 4%, 3%
> O=C(Cc1ccccc1)NNC1CC(=O)N(c2ccc(Br)cc2)C1=O (stereo unspecified)
    12, -13%, -10%, -2%, -11%, 0%, -9%

Further results:
Below each SMILES – HCMV antiviral, Sm TGR block, AMA1-RON2 inh, AmpC inh detg, AmpC no deterg, LmPK inhibitor, TbPYK inhibitor
> CS/C(Nc1cc(Cl)ccc1Cl)=C(/C#N)C(=O)c1ccco1
    97, -23%, -6%, -3%, -38%, 22µM*, 32µM*
> O=C(NCC1CCCO1)c1[nH]c(C(F)(F)F)nc1-c1ccccc1 (stereo unspecified)
    3, ·, -8%, ·, ·, ·, -6%
> O=C(CSc1nc2ccccc2s1)N1c2ccccc2Sc2ccccc21
    35, -11%, -2%, ?, ?, 1%, -1%
> Cn1c(=O)n(C)c2cc(CNCc3ccccc3Cl)ccc21
    11, 1%, ·, 24%, ·, ·, -2%
> COc1cc(-c2nn3c(-c4cccc(C)c4)nnc3s2)cc(OC)c1OC
    41, 12%, -21%, 5%, -14%, -1%, 23%
> CCCCSCc1ccc(C(=O)O)o1
    0, 1%, 14%, ?, -13%, 1%, -4%
> CCn1cc(C(=O)NCc2cccs2)c(=O)c2ccc(C)nc21
    -18, 4%[11.4 µM], -2%, 6%, -2%, 8%, -3%
> COCCNC(=O)C1Nc2ccc(OC(F)(F)F)cc2C2C=CCC12 (stereo unspecified)
    ?, ·, 1%, ·, ·, ·, -26%
> FC(F)(F)c1cccc(OCc2nnc3n2CCC3)c1
    ?, -6%, 17%, 3%, 0%, 0%, 2%
> N#CC[C@H](Cc1ccccc1)N1CC[C@@H](NC(=O)OCc2ccccc2)CCC1=O
    -25, -12%, -2%, -11%, 51%, -3%, -1%
> Cc1cccc(CSc2cccc3cccnc23)c1
    -108*, 13%, 35%[activator], 1%, 5%, -6%, -22%
> COC(=O)c1ccc(-n2cncn2)c(F)c1
    -23, 4%, 3%, -10%, 5%, 0%, 0%
> Cc1nc2cccc(C(=O)NC3CCCCC3)c2o1
    3, 3%, 34%[activator], 2%, -11%, 3%, 1%
> COc1cc(NC(=O)c2cccs2)c(C(=O)OCC(=O)NC(=O)NC(C)(C)C)cc1OC
    5, 4%, 0%, ?, -13%, 3%, 3%
> O=C(Cn1cnc2ccccc2c1=O)c1ccccc1
    0, 1%, 18%, -13%, -10%, 4%, 1%
> CC(C)C[C@@H](NC(=O)[C@H]1CCCN1C(=O)Cc1ccccc1)C(N)=O
    -1, -1%, -6%, -5%, -17%, -3%, 5%
> Cc1ccc(N2C(=O)C(Cl)=C(N3CCOCC3)C2=O)cc1Cl
    -39, -25%, -6%, 1%, -15%, 2%, 7%
> Cc1ccc(NC(=O)COC(=O)Cc2c[nH]c3ccccc23)cc1F
    6, 50µM*, -20%, -8%, -14%, ·, 4%
> CS(=O)(=O)Nc1ccc2c(c1)C(=O)OC2
    -21, -6%, -6%, ?, -15%, -7%, -1%
> Cc1cc(C)nc(NC(=O)c2ccc(C)o2)n1
    -98*, -20%, 12%, -4%, -13%, -5%, 1%
> c1cncc(-c2ccnc3ncnn23)c1
    -2, 2%, 31%[activator], ?, -5%, 0%, -2%
> COc1cccc(-c2noc(-c3cccs3)n2)c1
    47, 9%, 5%, -4%, -41%, -17%, -9%
> O=C1NC(=S)N/C1=C\c1ccc(N2CCOCC2)cc1
    45, -12%, 3%, 4%, -22%, -5%, -18%
> CCN(c1ccccc1)S(=O)(=O)c1ccc(Cl)c(NC(=O)CSc2nnc(C)s2)c1
    -17, ·, 1%, -2%, -21%, 5%, -4%
> O=C(Cn1cnc2cc(Cl)ccc2c1=O)Nc1ccc2c(c1)OCO2
    13, 0%, 0%, 6%, -14%, 1%, -8%
> CSc1nn(Cc2ccc(F)cc2)c(N(C(C)=O)C(C)=O)c1S(=O)(=O)c1ccccc1
    10, -35%, ·, -4%, ·, ·, -6%
> Cc1cc(Cl)ccc1OCC(=O)Nc1ccccc1C(=O)N1CCOCC1
    ·, -4%, 13%, -8%, 50%, -8%, -7%
> CCOc1ccc(Cl)cc1/C=N/NC(=O)CNC(=O)c1ccccc1
    -11, -1%, 22%, -6%, -24%, -1%, 0%
> CCOCCCNC(=O)C(c1ccc(OC)cc1)N(Cc1cccs1)C(=O)c1ccccc1O (stereo unspecified)
    ?, -2%&0%, -13%, ?, 43%, 2%, 3%&1%
> COc1cc2c(cc1OC)C(COc1ccc3c(C)cc(=O)oc3c1)N(C(=O)c1ccco1)CC2 (stereo unspecified)
    -11, -23%, -8%, 1%, 9%, 2%, 0%

Additional compounds.
Below each SMILES – HCMV antiviral, Sm TGR block, AMA1-RON2 inh, AmpC inh detg, AmpC no deterg, LmPK inhibitor, TbPYK inhibitor
> CCN(CC)CCSc1nc2ccccc2c(=S)n1-c1ccccc1
    -4, 3%, ?, -10%, 48%, 2%, 0%
> COc1cc(C(=O)NCC(c2ccco2)N2CCc3ccccc32)cc(OC)c1OC (stereo unspecified)
    -19, 1%, -22%, ?, 50%, ·, 4%
> Cc1nnc2nc(-c3ccccc3)nc(-c3ccccc3)n12
    -80*, -1%, 2%, 4%, -13%, 3%, 5%
> CCOc1ccc2c(c1)ncn2Cc1ccccc1
    9, 10%, 6%, 1%, -7%, -2%[11.5 µM], 2%
> CCC(=O)Nc1sc(C(=O)Nc2ccccc2)c(C)c1C(=O)OC
    73, ·, -9%, 4%, 98%[activator], 3%, 1%

Source: PubChem BioAssay
